Bioassay records as filed in PubChem.
LEDGF integ inh: blockers of LEDGF/p75-dependent integrase strand transfer – biochemical, TR-FRET, high throughput, primary screen; inhibition, % at 3.7 µM; TR-FRET IN-LEDGF/p75 DNA integration, Eu/Cy5; HIV-1 integrase (with human LEDGF/p75); 370,000 tested, 0.64% active; AID 743269, 2014;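 active means inhibition above the screen-wide mean plus 3 SD, cut at about 13% in these data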;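 further: signal is the Cy5 over europium emission ratio at 671 and 618 nm; 0% = plate median of compound wells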
Tn7 DDE FP: inhibitors of Tn7 peptide binding to fibrin DD(E), primary screen, biochemical, fluorescence polarization, human fibrin, Tn7 probe. Fibrinogen beta chain (Homo sapiens), P02675. FP displacement of FITC-Tn7 peptide from fibrin DD(E); 0% = median of compound wells per plate. inhibition, % at 8.3 µM. 370,000 tested, 0.13% active;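 active means inhibition above the mean of compounds falling within the control limits plus 3 SD of them, cut at about 14% in these data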;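 further: 0% = plate median of compound wells and 100% = 10 µM Aha-Tn7 peptide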
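Assay system: Human fibrin DD(E) protein | Medium: Tris buffer with calcium and detergent, pH 7.8 | Reagent: 0.1 µM fluorescent Tn7 | Compound dosing: Single point at 8.3 µM | Times: 10 min preincubation, 3 h with tracer, room temperature | Detection: Fluorescence polarization of the labelled Tn7 tracer | Controls: Aha-Tn7 high control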
TDP2 inh: human TDP2 enzyme inhibitors, primary screen, biochemical, epi absorbance, recombinant enzyme; T5PNP hydrolysis, p-nitrophenol absorbance 415 nm; inhibition, % at 12.8 µM; 370,000 tested, 0.34% active; AID 720702, 2013;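 active means inhibition above the mean of all tested compounds plus 3 SD, set per campaign, cut at about 25% in these data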;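 further: 0% = DMSO with enzyme and 100% = buffer with substrate but no TDP2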
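Incubation: 2 h at 37 °C; Test system: recombinant human TDP2; Quantity: enzyme 120 nM; Read-out basis: percent inhibition; Medium: 50 mM Tris-HCl pH 7.5 with Mg2+, KCl, DTT, BSA; Repeats: single replicate; Compound: 12.8 µM single point, 1% DMSO; Signal: epi absorbance; Reagent: 5 mM T5PNP chromogenic substrate; Benchmarks: no-enzyme high, DMSO-plus-enzyme low.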
ADAM10 inh: human ADAM10 inhibitors, primary screen, biochemical, QFRET, HTS; inhibition, % at 7 µM; 370,000 tested, 0.62% active; recombinant ADAM10, EDANS/DABCYL FRET peptide cleavage, 3 h;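 active means inhibition above a per-campaign cutoff equal to the mean of compounds falling between control-based bounds plus 3 SD, cut at about 20% in these data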;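 further: 0% = DMSO wells while the 100% control is not disclosed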
proKLK7 act: proKLK7 zymogen activators, primary screen, biochemical, fluorescence intensity; purified proKLK7, EDANS-DABCYL substrate fluorescence; 100% is mature enzyme control, 0% vehicle; Kallikrein-7 (Homo sapiens), P49862; activation, % at 7 µM; 370,000 tested, 0.9% active;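 active means activation above the mean of all tested compounds plus 3 SD, computed per campaign excluding outliers beyond control limits, cut at about 13% in these data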
PLC-gamma1 inh: PLC-gamma1 enzyme inhibitors, primary screen, biochemical, fluorescence, purified enzyme | 1-phosphatidylinositol 4,5-bisphosphate phosphodiesterase gamma-1 (Homo sapiens), P19174 | fluorogenic substrate | inhibition, % at 12.2 µM | 370,000 tested, 0.84% active; in the data active means inhibition above about 9.5%
ASAP1 inh: inhibitors of human ASAP1 ArfGAP activity, primary screen, biochemical, fluorescence polarization; ASAP1-stimulated ARF1 GTP hydrolysis, GDP FP detection; inhibition, % at 16.5 µM; 360,000 tested, 0.19% active; AID 624377, 2012; in the data active means inhibition above about 25%;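 further: 0% = vehicle with enzyme and substrate and 100% = no enzyme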
Target sequence (Q9ULH1 325-724 limits assumed): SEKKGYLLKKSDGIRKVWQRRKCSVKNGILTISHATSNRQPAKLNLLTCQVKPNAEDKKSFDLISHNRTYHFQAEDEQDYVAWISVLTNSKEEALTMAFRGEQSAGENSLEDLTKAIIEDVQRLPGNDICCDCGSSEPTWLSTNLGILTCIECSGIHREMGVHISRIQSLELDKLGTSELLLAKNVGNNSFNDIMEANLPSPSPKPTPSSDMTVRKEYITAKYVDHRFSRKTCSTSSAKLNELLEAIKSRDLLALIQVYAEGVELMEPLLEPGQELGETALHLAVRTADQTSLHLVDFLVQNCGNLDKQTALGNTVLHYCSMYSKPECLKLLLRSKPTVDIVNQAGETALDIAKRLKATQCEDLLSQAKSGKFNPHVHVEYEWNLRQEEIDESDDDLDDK
ARFGAP1 inhibitor: inhibitors of rat ARFGAP1 GAP activity, primary screen, biochemical, fluorescence polarization, GDP tracer; Arfgap1-stimulated ARF1 GTP hydrolysis, GDP FP detection; inhibition, % at 16.5 µM; ADP-ribosylation factor GTPase-activating protein 1 (Rattus norvegicus), Q62848; 360,000 tested, 0.26% active;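 active means inhibition above a per-plate limit, mean inhibition of low control wells plus 3 SD, cut at about 25% in these data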;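 further: 0% = DMSO wells with enzyme and 100% = wells lacking Arfgap1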
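Material: rat Arfgap1 catalytic domain, aa 1-136; also added: human ARF1(Δ1-17)-GTP substrate; compound dosing: one concentration, 16.5 µM, DMSO 1.26%; incubation: GTP hydrolysis reaction 2 h at 25 °C; measured by: Tracer-displacement fluorescence polarization with EDTA stop, 620/688 nm; evaluation: % inhibition from polarization; repeats: one replicate per compound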
ADAM17 inh: ADAM17 inhibitors, primary screen, biochemical, QFRET. Disintegrin and metalloproteinase domain-containing protein 17 (Homo sapiens), P78536. recombinant ADAM17, EDANS/DABCYL FRET peptide cleavage. inhibition, % at 6.95 µM. 370,000 tested, 0.83% active;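 active means inhibition above the mean of compounds lying between control limits plus 3 SD, set per campaign, cut at about 8.5% in these data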;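 further: 0% = DMSO-only wells as the low control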
Target sequence (P78536 215-824 limits assumed): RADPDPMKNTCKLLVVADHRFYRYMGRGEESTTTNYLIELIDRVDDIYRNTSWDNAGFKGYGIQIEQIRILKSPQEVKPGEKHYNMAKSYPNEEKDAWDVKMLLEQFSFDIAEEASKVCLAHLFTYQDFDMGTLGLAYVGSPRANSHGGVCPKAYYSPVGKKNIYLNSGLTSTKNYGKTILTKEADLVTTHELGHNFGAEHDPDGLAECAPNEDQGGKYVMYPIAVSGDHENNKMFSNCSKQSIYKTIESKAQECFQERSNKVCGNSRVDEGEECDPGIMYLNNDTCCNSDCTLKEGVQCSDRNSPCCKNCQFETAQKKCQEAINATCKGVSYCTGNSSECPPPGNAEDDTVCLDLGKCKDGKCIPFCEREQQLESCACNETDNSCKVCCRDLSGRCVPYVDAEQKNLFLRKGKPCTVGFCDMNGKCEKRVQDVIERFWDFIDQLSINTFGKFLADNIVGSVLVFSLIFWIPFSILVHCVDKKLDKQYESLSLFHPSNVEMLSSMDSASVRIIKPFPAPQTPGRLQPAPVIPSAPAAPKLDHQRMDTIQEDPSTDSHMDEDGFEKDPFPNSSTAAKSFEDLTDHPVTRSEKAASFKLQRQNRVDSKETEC
Tn6 DDE FP: inhibitors of Tn6 peptide binding to fibrin DD(E), primary screen, biochemical, fluorescence polarization, human fibrin, Tn6 probe. Fibrinogen beta chain (Homo sapiens), P02675. Fibrin DD(E) TRITC-Tn6 fluorescence polarization displacement. inhibition, % at 8.3 µM. 370,000 tested, 0.21% active;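 active means inhibition above a per-campaign cutoff: mean of compounds within control limits plus 3 SD, cut at about 15% in these data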;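 further: 0% = median of all compound wells on the plate and 100% = blocking peptide control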
* = called active by the depositor; i = inactive.

Screens by letter: A = LEDGF integ inh; B = Tn7 DDE FP; C = TDP2 inh; D = ADAM10 inh; E = proKLK7 act; F = PLC-gamma1 inh; G = ASAP1 inh; H = ARFGAP1 inhibitor; I = ADAM17 inh; J = Tn6 DDE FP
canonical_smiles: C[C@@H]1CN([C@H](C)CO)C(=O)CCCn2nncc2CO[C@H]1CN(C)Cc1ccc2cccnc2c1
  A: 3	B: -3	C: -7	D: 0	E: 0.3	F: 1	G: 11	H: 8	I: -1	J: 2
canonical_smiles: CC[C@H]1OC(=O)[C@H](C)[C@@H](O[C@H]2C[C@@](C)(OC)[C@@H](O)[C@H](C)O2)[C@H](C)[C@@H](O[C@@H]2O[C@H](C)C[C@H](N(C)C)[C@H]2O)[C@](C)(OC)C[C@@H](C)C(=O)[C@H](C)[C@@H](O)[C@]1(C)O
  A: -1	B: 4	C: -4	D: -4	E: -0.3	F: -1	G: 1	H: 2	I: -4	J: -1
canonical_smiles: COc1ccc(OC)c(N(CCN2C(=O)c3ccccc3C2=O)C(=O)C2CCC(=O)C2C)c1 (stereo unspecified)
  A: -3	B: 2	C: -9	D: -9	E: 0.2	F: 0	G: 0	H: -10	I: 2	J: -6
canonical_smiles: CCCNC(=O)C(=O)N/N=C/c1cccs1
  A: -2	B: 0	C: 15	D: -3	E: 0.6	F: 3	G: -2	H: -14	I: -2	J: 2
canonical_smiles: S=c1[nH]nc(COc2ccccc2)n1Cc1ccccc1
  A: -1	B: 4	C: 6	D: -10	E: 1.0	F: 0	G: -6	H: 0	I: -1	J: -3
canonical_smiles: CCc1nc2ccccc2c(C(=O)OCC(=O)NC(=O)c2cccn2C)c1C
  A: 0	B: 5	C: -7	D: -3	E: -0.3	F: -13	G: 6	H: 8	I: -1	J: 7
canonical_smiles: Cc1ccc(C(=O)N/C(=C/c2cccs2)C(=O)N2CCCCCC2)cc1
  A: -1	B: 1	C: -8	D: 5	E: 0.8	F: -5	G: 4	H: 9	I: -3	J: 5
canonical_smiles: CC(C(=O)O)N1c2cccc3cccc(c23)S1(=O)=O (stereo unspecified)
  A: 3	B: -1	C: 0	D: -296	E: 22*	F: i	G: -8	H: 0	I: -123	J: 1
canonical_smiles: Cc1c(/C=N/NC(=O)c2sc3ccccc3c2Cl)cnn1C
  A: 0	B: -5	C: 5	D: 6	E: -4.4	F: -8	G: 6	H: 14	I: -2	J: -5
canonical_smiles: COc1cccc(C(=O)NC(C)c2cccc3ccccc23)c1OC (stereo unspecified)
  A: 2	B: -4	C: 5	D: 0	E: 0.8	F: 6	G: 3	H: -2	I: 0	J: 2

Profiles from above.
COc1ccc(OC)c(N(CCN2C(=O)c3ccccc3C2=O)C(=O)C2CCC(=O)C2C)c1 (stereo unspecified) is entered as LEDGF integ inh = -3; Tn7 DDE FP = 2; TDP2 inh = -9; ADAM10 inh = -9; proKLK7 act = 0.2; PLC-gamma1 inh = 0; ASAP1 inh = 0; ARFGAP1 inhibitor = -10; ADAM17 inh = 2; Tn6 DDE FP = -6
S=c1[nH]nc(COc2ccccc2)n1Cc1ccccc1 is entered as LEDGF integ inh = -1; Tn7 DDE FP = 4; TDP2 inh = 6; ADAM10 inh = -10; proKLK7 act = 1.0; PLC-gamma1 inh = 0; ASAP1 inh = -6; ARFGAP1 inhibitor = 0; ADAM17 inh = -1; Tn6 DDE FP = -3

Next section
Screens by letter: A = LEDGF integ inh; B = Tn7 DDE FP; C = TDP2 inh; D = ADAM10 inh; E = proKLK7 act; F = PLC-gamma1 inh; G = ASAP1 inh; H = ARFGAP1 inhibitor; I = ADAM17 inh; J = Tn6 DDE FP
canonical_smiles: COc1ccc(-n2ncc3c(NCc4ccco4)ncnc32)cc1
  A: 1	B: 8	C: 3	D: -16	E: 0.1	F: -18	G: 7	H: 5	I: -6	J: -5
canonical_smiles: CCCn1c(C)cc(C(=O)COC(=O)c2ccc[nH]c2=O)c1C
  A: 2	B: -3	C: 4	D: 10	E: -0.4	F: 3	G: 8	H: -4	I: 0	J: -4
canonical_smiles: CCOC(=O)[C@]12CCC=C1N(Cc1ccccc1)C(=O)[C@H](CC(=O)NCc1cccc(C(F)(F)F)c1)C2
  A: 1	B: 1	C: -2	D: 6	E: 0.6	F: -1	G: -8	H: -2	I: 4	J: -3
canonical_smiles: Cn1ccc2c(N(Cc3ccccc3)Cc3ccccc3)cc3c(c21)C1CCC3O1 (stereo unspecified)
  A: 20*	B: -2	C: 7	D: -130	E: -3.9	F: -191	G: 14	H: -8	I: -31	J: -11
canonical_smiles: Cc1csc2c(N3CCN(C(=O)Nc4ccccc4)CC3)ncnc12
  A: -3	B: 0	C: 11	D: -6	E: -0.2	F: 0	G: 0	H: 4	I: -4	J: -2
canonical_smiles: CCOC(=O)c1sc(NC(=O)CSc2ccccn2)c(C#N)c1C
  A: -1	B: 3	C: 2	D: -6	E: 0.1	F: 1	G: 8	H: 2	I: -2	J: -2
canonical_smiles: C/C(=N\NC(=O)c1cc(C2CC2)nc2ccccc12)c1ccc(O)cc1O
  A: 3	B: -2	C: -10	D: 6	E: 0.9	F: -26	G: -9	H: 4	I: 3	J: 3
canonical_smiles: C/C(=N\NC(=O)C1(C)NC(C)(C)Cc2ccccc21)c1ccccc1 (stereo unspecified)
  A: -6	B: 1	C: -3	D: 2	E: -0.6	F: 0	G: -6	H: 0	I: -2	J: 2
canonical_smiles: Cc1cccc(NC(=S)N(CCCN2CCOCC2)C(C)c2cc3ccccc3o2)c1 (stereo unspecified)
  A: -2	B: 6	C: 4	D: 6	E: -0.4	F: 2	G: 3	H: -8	I: -4	J: -1
canonical_smiles: CN(CC(=O)Nc1ccc(N2CCOCC2)cc1)CC(=O)Nc1ccccc1[N+](=O)[O-]
  A: 1	B: 4	C: 2	D: -4	E: -0.4	F: 1	G: 0	H: 4	I: -1	J: 5
canonical_smiles: O=C(/C=C/c1ccccc1)Nn1cnc2ccccc2c1=O
  A: -1	B: 10	C: 11	D: 0	E: 0.4	F: -1	G: 9	H: 1	I: 0	J: -1
canonical_smiles: C[C@@H]1COC(=O)CCC/C=C\C[C@@H](CC(=O)N(CCO)Cc2ccccc2)C(=O)N1
  A: 2	B: -9	C: -13	D: -1	E: 0.1	F: 3	G: 1	H: 3	I: 6	J: 2
canonical_smiles: Cc1ccc(-c2cc(N)n(-c3ccccc3)n2)cc1
  A: -3	B: -4	C: -1	D: 0	E: -0.4	F: 2	G: 16	H: 8	I: 2	J: 4
canonical_smiles: CCC(Oc1ccccc1)C(=O)N1CCN(c2ccccn2)CC1 (stereo unspecified)
  A: -3	B: 4	C: -2	D: -15	E: 0.3	F: 1	G: 8	H: -4	I: -10	J: -3
canonical_smiles: O=C(NC1CCCCC1)C(c1cccc2ccccc12)n1c(=O)c(-c2ccco2)nc2ccccc21 (stereo unspecified)
  A: 3	B: 2	C: 9	D: -1	E: -0.9	F: -23	G: -7	H: 12	I: -2	J: 3
canonical_smiles: Cn1c(SCc2nn[nH]n2)nc2c1c(=O)n(Cc1ccccc1Cl)c(=O)n2C
  A: 1	B: -2	C: -3	D: -4	E: 0.0	F: -1	G: 1	H: -11	I: -6	J: 0
canonical_smiles: N#CC1(C#N)CC(C=O)=C(N)C1(C#N)CC(=O)C12CC3CC(CC(C3)C1)C2 (stereo unspecified)
  A: 3	B: 0	C: 5	D: -43	E: 0.3	F: -24	G: 14	H: 4	I: -9	J: 7
canonical_smiles: COCOCCn1cc(CN2CCS(=O)(=O)N(Cc3ccc(-c4ccc(C)cc4)cc3)C(CC(C)C)C2=O)nn1 (stereo unspecified)
  A: -3	B: 7	C: 8	D: 5	E: -0.7	F: 0	G: -8	H: 0	I: -1	J: 0
canonical_smiles: CCOC(=O)/C(C#N)=C/Nc1ccccc1OC
  A: -1	B: -9	C: 7	D: 0	E: 0.4	F: -2	G: 6	H: 0	I: -5	J: -7
canonical_smiles: O=C(CSCc1ccccc1)N/N=C/c1ccccc1OCc1ccccc1
  A: 0	B: -4	C: -2	D: 11	E: -0.2	F: -2	G: 0	H: -21	I: 6	J: -10
canonical_smiles: N#Cc1c(NC(=O)COC(=O)c2nccnc2N)sc2c1CCCC2
  A: 4	B: -2	C: -6	D: -153	E: 17*	F: -57	G: 3	H: 0	I: -50	J: 4
canonical_smiles: Cc1ccc(C)c(/C(O)=C2\C(=O)C(=O)N(Cc3cccnc3)C2c2cccnc2)c1 (stereo unspecified)
  A: -1	B: 3	C: 8	D: -1	E: 0.1	F: -4	G: 0	H: -1	I: -2	J: 3
canonical_smiles: CC(C)OCCCNC(=O)Nc1cccc2ccccc12
  A: -2	B: 5	C: 10	D: -33	E: 0.5	F: -6	G: -15	H: 2	I: -8	J: 3
canonical_smiles: CCOc1ccc(CC(=O)Nc2c(C(N)=O)oc3ccccc23)cc1OCC
  A: 1	B: 1	C: -2	D: -1	E: -0.2	F: 3	G: -2	H: -5	I: -2	J: 6
canonical_smiles: NC(CCC(=O)NC(CS)C(=O)NCC(=O)O)C(=O)O (stereo unspecified)
  A: -6	B: 1	C: 1	D: -12	E: -0.5	F: 0	G: -6	H: 7	I: -8	J: 7
canonical_smiles: COc1ccc(CCN2C(=O)c3[nH]nc(-c4ccccc4O)c3C2c2ccccc2)cc1OC (stereo unspecified)
  A: 0	B: 0	C: 1	D: -1	E: -0.1	F: 3	G: 4	H: -6	I: 1	J: 3
canonical_smiles: CCOC(=O)N1CCN(c2c(N3CCc4ccccc43)c(=O)c2=O)CC1
  A: 0	B: 7	C: 3	D: 7	E: 0.1	F: 6	G: -4	H: -4	I: 3	J: 9
canonical_smiles: CSc1sc(C(=O)NCC2CC2)c2c1S(=O)(=O)N(C)c1ccccc1-2
  A: 3	B: -4	C: -1	D: 5	E: 0.2	F: 1	G: -3	H: -4	I: -5	J: -3
canonical_smiles: CC(C)c1ccc(OCC(=O)N(Cc2ccco2)C2CCS(=O)(=O)C2)cc1 (stereo unspecified)
  A: 3	B: 6	C: 4	D: 6	E: 0.4	F: -1	G: 7	H: 3	I: 2	J: -2
